# Source: PubChem (several laboratories)
# BH1578 lux ind: quorum light induction in luxS cqsA deficient V. cholerae; V. cholerae BH1578 lux reporter, luminescence, 6 h; activation, % at 18.7 µM; 0.16% of 350,000 active; AID 588436; in the data active = activation mostly above about 9.7%, no sharp cut-off; inconclusive = no clear call, values can overlap the other calls; inactive = mostly below about 3.7%; also: not every result past the cut was called active; inactives centre near 0; reference of the scale not given here
# Yp Topo-I inh: Y. pestis Topo-I inhibition via cleavage products; Y. pestis Topo-I cleavage product accumulation, plate reader; activity, % at 10 µM; 0.064% of 360,000 active; AID 504884; in the data active = activity above about 50%, passing the limit was not always enough; inconclusive = no clear call, values can overlap the other calls; also: inactives centre near 2
# Mtb BioA inh: inhibitors of Mycobacterium tuberculosis BioA enzyme | purified M. tuberculosis BioA enzyme, plate reader | inhibition, % at 9.99 µM | 0.096% of 360,000 active | AID 602481; in the data active = inhibition above about 40%; inconclusive = no clear call, values can overlap the other calls
# GDH-TPI counter: GDH-TPI coupled enzyme inhibition counter-screen; GDH-TPI coupled enzyme counterscreen, NADH absorbance; inhibition, % at 4.8 µM; 1.2% of 360,000 active; in the data active = inhibition above about 30%;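 also: 0% = DMSO wells and 100% = wells lacking the enzyme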
# PfHsp40 yeast: compounds rescuing yeast from Plasmodium falciparum HSP40 toxicity. S. cerevisiae expressing PfHsp40, growth rescue, ATP luminescence. growth rescue, % at 12.5 µM. 0.68% of 340,000 active. AID 504582; in the data active = growth rescue above about 28%, passing the limit was not always enough; inconclusive = no clear call, values can overlap the other calls;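 also: yeast W303a lacking pdr1 and pdr3 grown in galactose medium; growth measured after three days at 30 °C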
# FadD28 binding: M. tuberculosis FadD28 bisubstrate binding inhibition; inhibition, % at 12.5 µM; FadD28 bisubstrate probe binding, fluorescence polarization; 0.22% of 360,000 active; AID 588549; in the data active = inhibition above about 8.5%, passing the limit was not always enough; inconclusive = no clear call, values can overlap the other calls
# TcdB inh: blocks C. difficile toxin B glycohydrolase activity; TcdB glycohydrolase enzymatic assay, plate reader; inhibition, % at 9.99 µM; 0.24% of 350,000 active; in the data active = inhibition above about 10%
# FBA Mtb inh: Mtb fructose-bisphosphate aldolase inhibition; purified M. tuberculosis FBA, fluorescence read-out; 2.3% of 360,000 active; P9WQA3; inhibition, % at 1 µM; in the data active = inhibition above about 27%;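 also: 0% = vehicle and 100% = reference inhibitor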
# Target sequence (P9WQA3 whole entry, looked up): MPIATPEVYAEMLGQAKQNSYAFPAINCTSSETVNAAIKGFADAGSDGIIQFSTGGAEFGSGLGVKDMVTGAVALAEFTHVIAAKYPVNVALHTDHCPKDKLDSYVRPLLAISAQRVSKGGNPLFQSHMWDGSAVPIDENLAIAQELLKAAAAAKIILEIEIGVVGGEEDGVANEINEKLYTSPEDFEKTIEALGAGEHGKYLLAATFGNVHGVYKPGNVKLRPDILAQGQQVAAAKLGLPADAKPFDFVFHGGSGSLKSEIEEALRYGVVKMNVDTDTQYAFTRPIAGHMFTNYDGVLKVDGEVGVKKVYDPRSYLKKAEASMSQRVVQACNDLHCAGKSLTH
# Mtb UGM inh: inhibitors of M. tuberculosis UDP-galactopyranose mutase; P9WIQ1; purified UGM, fluorescence polarization probe displacement; inhibition, % at 10 µM; 0.06% of 320,000 active; AID 504406; in the data active = inhibition above about 10%, passing the limit was not always enough; inconclusive = no clear call, values can overlap the other calls
# Target sequence (P9WIQ1 whole entry, looked up): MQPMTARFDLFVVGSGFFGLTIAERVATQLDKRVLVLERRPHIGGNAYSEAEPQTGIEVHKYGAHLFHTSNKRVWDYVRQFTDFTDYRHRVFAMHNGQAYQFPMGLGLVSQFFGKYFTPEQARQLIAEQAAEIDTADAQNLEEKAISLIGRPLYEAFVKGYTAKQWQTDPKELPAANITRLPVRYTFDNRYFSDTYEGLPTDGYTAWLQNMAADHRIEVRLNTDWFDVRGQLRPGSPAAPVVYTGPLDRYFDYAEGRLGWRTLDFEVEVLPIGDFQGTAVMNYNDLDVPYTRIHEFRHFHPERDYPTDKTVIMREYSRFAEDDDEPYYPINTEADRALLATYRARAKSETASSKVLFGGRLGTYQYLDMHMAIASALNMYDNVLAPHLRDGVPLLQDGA
# * = called active by the depositor; i = inactive; ? = inconclusive; · = not tested or not shown.
SMILES,BH1578 lux ind,Yp Topo-I inh,Mtb BioA inh,GDH-TPI counter,PfHsp40 yeast,FadD28 binding,TcdB inh,FBA Mtb inh,Mtb UGM inh
Cc1ccnc(N2CCCC(C(=O)Nc3cc(F)ccc3C)C2)n1 (stereo unspecified),2.8,1.7,-1.9,6.7,-0.2,-1.0,·,3.9,1.8
C=CCN1C=CC=C/C1=C1\SC(=S)N(C)C1=O,1.5,4.2,·,-0.6,0.3,-2.1,-0.1,-11.8,-2.7
O=C(NCc1ccc(-c2nc3ccccc3s2)cc1)c1ccc(Br)o1,-0.2,23.6,·,12.4,-0.8,-1.8,0.0,2.4,0.6
O=C(CSc1n[nH]c(-c2cccnc2)n1)Nc1ccc(Cl)cc1,-4.0,-0.4,16.3,-4.5,-2.0,-2.9,0.1,-1.7,-0.4
CC1CCCN(S(=O)(=O)c2ccc3[nH]c4c(c3c2)CCCC4)C1 (stereo unspecified),-0.3,15.6,-1.2,4.2,-0.3,-0.8,1.3,1.2,-2.4
COc1ccc(CN2CC(C(=O)NCCCN3CCCCC3)CC2=O)cc1 (stereo unspecified),-0.2,2.3,-0.5,3.7,-0.2,-0.8,-2.0,1.1,-0.6
COc1ccc(CNC(=O)C2CCCN(S(=O)(=O)c3cccc4nsnc34)C2)cc1 (stereo unspecified),i,10.2,-3.5,5.2,0.2,-4.4,0.1,-0.5,0.8
CCCC(C)NC1=NCCCCC1 (stereo unspecified),i,4.2,0.3,-6.9,-0.9,-4.4,1.1,-0.4,0.8
O=C(c1ccco1)N1CCN(c2ccc([N+](=O)[O-])c(N3CCOCC3)c2)CC1,-1.0,10.4,·,7.9,0.3,-1.1,1.3,-17.0,0.0
Cc1onc(-c2ccccc2)c1CNC(=O)Nc1cccc(Cl)c1,-0.2,-8.5,1.9,6.1,0.8,-1.0,1.5,3.3,-1.6
CC1=C(C(=O)N(C)C)C(c2ccccc2OC(F)F)NC(=O)N1 (stereo unspecified),i,11.9,·,0.0,-0.4,0.2,2.0,0.4,0.1
ClCCN(CCCl)c1ccc(C=Cc2ccncn2)cc1,0.1,2.8,-3.1,11.5,·,-2.0,2.7,0.2,·
O=C(CCNC(=O)c1ccc(Cl)cc1)Nc1cccc(S(=O)(=O)N2CCCCCC2)c1,-1.3,41.7,·,5.0,1.8,1.0,0.4,1.6,-1.5
O=[N+]([O-])c1ccc(NCCCNS(=O)(=O)c2ccccc2)cc1,-0.1,-3.6,·,7.9,-1.1,2.0,1.7,-6.0,-0.1
COc1ccc(COC(=O)N/C=C/c2ccco2)cc1,i,5.2,-0.1,-2.9,0.1,-1.2,0.7,-0.4,2.0
CCc1cc(C(=O)OCC(=O)N2CCC(c3ccccc3)=N2)sc1C,i,37.4,-0.7,5.5,0.8,-0.6,0.6,4.7,1.6
CCCCNC(=O)C1(C)CCN1C(=O)c1ccc(OC)c(F)c1 (stereo unspecified),0.3,-8.5,-0.5,14.6,·,-0.5,0.4,2.9,·
CCOc1ccc(S(=O)(=O)N(C)c2ccc(OCC(=O)Nc3ccc4[nH]c(=O)[nH]c4c3)cc2)cc1,·,12.8,-0.2,-4.4,1.8,-3.7,1.6,1.1,2.6
Cc1ccc(S(=O)(=O)NC2(C(F)(F)F)C(=O)Nc3c2c(=O)[nH]c(=O)n3-c2ccccc2)cc1 (stereo unspecified),i,-3.7,·,7.0,0.7,-0.6,·,-1.0,-0.4
NC(=O)c1cccc(Nc2nc(C(N)CCc3ccccc3)cs2)n1 (stereo unspecified),-0.1,4.9,-1.0,-2.7,·,-4.1,0.4,-4.8,·
O=C(c1ccc(F)cc1)N(NC(=O)C(O)(c1ccccc1)c1ccccc1)c1ccccc1,-0.3,-5.6,·,-2.8,-0.3,0.4,1.2,-5.6,1.9
COc1ccccc1CNC(=O)CN(C)CC(=O)Nc1ccc(F)c(F)c1F,0.0,2.1,1.6,1.8,1.0,0.4,0.4,-0.7,-1.6
COc1ccc(Nc2nc3cc(C)ccc3cc2C#N)c(OC)c1,-1.4,-6.0,·,5.6,0.7,-3.6,1.5,0.8,2.2
c1ccc2sc(Nc3nc4cc5c(cc4s3)OCO5)nc2c1,i,-13.6,15.2,15.5,1.3,-0.2,·,29.3*,-1.2
CC(C)[C@H](NC(=O)OCc1ccccc1)C(=O)OCc1cc(=O)oc2cc(O)ccc12,i,8.8,0.4,4.1,-0.2,-1.1,-1.4,20.8,-1.7
SMILES,BH1578 lux ind,Yp Topo-I inh,Mtb BioA inh,GDH-TPI counter,PfHsp40 yeast,FadD28 binding,TcdB inh,FBA Mtb inh,Mtb UGM inh
CC(C)N1CCN(Cc2cc3ccccc3[nH]2)CC1CCO (stereo unspecified),0.2,-5.0,-1.4,-3.9,0.4,-3.2,2.1,3.1,-1.5
COC(=O)C1CCN(c2cc(=O)n(-c3ccc(OC)cc3)c(=O)[nH]2)CC1,-0.1,-1.0,-1.6,-14.4,-1.7,-3.9,0.5,-0.3,-1.5
COc1ccccc1/C=N/NC(=O)c1[nH]c(C)c(C(=O)N/N=C/c2ccccc2OC)c1C,-0.7,14.7,·,53.7*,-1.2,-3.2,·,-2.2,-1.4
CC(C)CC(=O)Nc1nnn(C)n1,i,7.1,-0.3,-11.4,-0.6,-4.2,·,-2.5,-1.9
O=C(CCNC(=O)c1ccccc1Cl)Nc1ccc(Cl)c(C(F)(F)F)c1,i,-0.3,·,2.8,0.4,-1.7,·,-1.0,1.5
COc1cc2ccccc2cc1C(=O)N/N=C/c1ccc2c(c1)OCO2,-0.1,35.1,-0.7,42.3*,-0.8,·,2.4,3.5,-1.5
NC(=O)c1nsc(C(=O)N(CC(=O)NC2CCCCC2)Cc2ccc(F)cc2)c1N,-0.2,5.3,0.1,5.3,0.8,0.6,1.1,4.0,0.7
O=S(=O)(CC(c1ccccc1)N1CCCCC1)c1ccc(Cl)cc1 (stereo unspecified),-0.6,5.4,0.3,2.3,2.0,-2.8,-0.5,2.7,0.6
CC1CCCCC12NC(=O)N(CC(=O)OCC(=O)c1ccc(OC(F)F)cc1OC(F)F)C2=O (stereo unspecified),1.6,24.2,-0.3,6.6,0.3,-0.2,1.6,1.8,2.9
N#CCCCSc1nnc(CSc2nc3ccccc3s2)n1-c1ccccc1,i,22.4,1.4,-6.0,1.6,-2.7,·,-0.9,2.2
COc1ccc(NC(=O)CN2C(=O)COc3ccccc32)cc1OC,0.0,1.8,-3.6,1.9,0.6,1.0,0.3,-0.3,-2.2
O=C(NCCc1c[nH]c2ccccc12)C(=O)NCC1OCCCN1S(=O)(=O)c1ccc(F)cc1 (stereo unspecified),i,8.3,·,-2.6,0.1,-2.4,-0.3,-0.8,1.5
O=C(CSc1nc2cc([N+](=O)[O-])ccc2n1-c1ccc(F)cc1)NC1CCS(=O)(=O)C1 (stereo unspecified),-0.2,2.5,5.0,18.9,2.0,0.3,·,-0.5,1.1
O=C(O)c1cc(N/N=C/c2cccnc2)ccc1Cl,i,11.6,·,12.8,-0.3,0.4,-0.1,-1.2,2.3
O=C(NC1(C(F)(F)F)NC(=O)N(Cc2cccnc2)C1=O)c1ccc(F)cc1 (stereo unspecified),-1.3,-5.1,-1.9,3.9,0.0,-3.7,-1.9,-6.5,0.7
CCCCn1nnnc1SCC(=O)Nc1cccc(C)n1,i,3.7,-0.6,6.7,-0.4,0.1,·,-2.9,0.7
CCS(=O)(=O)c1ccc2oc(SCC(=O)c3c(N)n(C4CC4)c(=O)[nH]c3=O)nc2c1,-1.4,2.2,-1.0,-5.5,-0.5,-2.1,0.1,-1.2,-0.7
CCOc1ccc(CNc2ccc3c(c2)nc(C)n3C)cc1,-5.0,-5.3,2.0,1.5,3.2,-0.7,·,1.7,0.0
CN(C)S(=O)(=O)c1ccc(-n2cccc2)cc1,i,2.4,·,3.4,0.8,2.4,0.3,5.2,-1.4
Cc1nn(-c2ccccc2)c2c1C(c1ccc(F)cc1)C(C#N)=C(N)O2 (stereo unspecified),-0.4,-6.0,·,5.3,-0.6,-0.2,·,-2.0,-2.9
Cc1ccc(-c2cn3nc(-c4ccccc4)c(-c4ccccc4)nc3n2)cc1,-0.8,-1.0,-6.1,8.4,·,-1.8,0.9,1.7,?
COc1ccc(NC(=S)N2CCC(Cc3ccccc3)CC2)cc1OC,1.7,19.3,3.6,10.2,-1.8,0.6,0.1,6.2,2.1
CCOC(=O)c1[nH]c(C)c(C(=O)OC(C)C(=O)Nc2ncc(Cl)cc2Cl)c1C (stereo unspecified),-5.0,2.8,0.8,9.3,1.3,-1.3,·,3.5,-4.1
CCOC(=O)c1c(CN(C)C)n(-c2ccccc2)c2cc(Br)c(O)cc12,-0.4,-1.1,·,6.7,-0.8,-1.1,0.3,2.1,-2.7
CSc1sc(C)cc1C1C(C#N)=C(N)N(c2cccnc2)C2=C1C(=O)CC(C)(C)C2 (stereo unspecified),i,-9.6,0.6,16.7,-0.3,2.3,·,4.3,-2.7
CCn1c2nc(SCCN3CCOCC3)nnc2c2cc(C)cc(C)c21,i,28.3,·,3.7,2.5,-4.0,1.0,-0.5,1.3
O=[N+]([O-])c1cccc(S(=O)(=O)Nc2nc3ccccc3nc2Nc2cccc(S(=O)(=O)N3CCCCC3)c2)c1,·,-5.6,·,10.4,-1.4,-1.1,0.3,-1.9,·
CC(=O)NCc1ccc(C(=O)COC(=O)COc2ccccc2)s1,i,4.1,-6.1,10.8,-1.1,-0.5,-5.8,5.3,1.0
CCn1c(Cc2cccs2)nnc1SCC(=O)c1ccc(C)cc1,i,14.0,4.4,2.1,-0.6,-1.6,·,-1.1,-1.1
O=S(=O)(NCCc1ccccc1)c1ccccc1,i,16.0,0.0,0.0,-1.0,-0.4,·,3.1,-2.6
